# All columns: NCI-60 one-dose screen, growth in % after 48 h at 10 µM unless noted; 100 = growth as untreated, 0 = no growth, -100 = all killed.
# HCT-15 = HCT-15 colon cancer | 82,000 compounds, 5.2% hits
# NCI-H460 = NCI-H460 lung cancer; 82,000 compounds, 6.8% hits; AID 1794736
# NCI-H522 = NCI-H522 lung cancer. 78,000 compounds, 8% hits. AID 1794739
# NCI-H226 = NCI-H226 lung cancer | 79,000 compounds, 3.5% hits | AID 1794732
# COLO 205 = COLO 205 colon cancer; 79,000 compounds, 7.3% hits
# HCT-116 = HCT-116 colon cancer; 82,000 compounds, 7.3% hits
# NCI/ADR-RES = NCI/ADR-RES ovarian cells; 81,000 compounds, 4.4% hits; AID 1794790
# NCI-H23 = NCI-H23 lung cancer; 80,000 compounds, 4% hits
# NCI-H322M = NCI-H322M lung cancer; 80,000 compounds, 2.7% hits
# The depositor's hits bear a star; . = not tested or not shown. How the source made its calls: active means growth percent below 10; inactive means the rest. No enrichment for hits; any-hit rate near 12%.
SMILES,HCT-15,NCI-H460,NCI-H522,NCI-H226,COLO 205,HCT-116,NCI/ADR-RES,NCI-H23,NCI-H322M
COc1ccccc1C(=O)C(=O)c1ccccc1OC,114.5,108.7,94.1,.,97.7,100.4,102.1,99.5,104.1
O=[N+]([O-])c1cnc(N2CCN(c3ccc(C(F)(F)F)cc3)CC2)nc1N1CCN(c2ccc(C(F)(F)F)cc2)CC1,99.5,99.9,96.1,87.3,93.5,103.8,97.2,89.8,98.9
COc1cc(/C=C/C(=O)O)ccc1OC(C)=O,105.7,107.6,75.0,81.7,117.0,97.3,94.6,91.1,95.8
O=C(c1nc2ccccc2[nH]1)C1C(c2ccccc2O)C2CC3CCCC[C@H]3N2[C@@]12C(=O)Nc1cc(Cl)ccc12 (stereo partly specified),54.2,42.3,79.4,75.2,65.0,55.2,76.7,74.2,81.3
CCN(CC)c1nc(Cl)nc(Nc2ccc3cc(-c4ccccc4)c(=O)oc3c2)n1,87.6,109.2,74.8,107.1,109.8,108.4,114.2,115.3,109.0
CCNc1nc2ccccc2c2c(=O)c3cccc(OC)c3sc12,97.6,96.3,85.4,74.7,98.2,87.9,97.0,82.8,93.5
Fc1ccc2[nH]cc(SSc3c[nH]c4ccc(F)cc34)c2c1,25.8,30.5,0.9*,52.0,40.9,25.3,17.4,45.9,89.7
O=c1[nH]n(-c2nnc3n2N=C(c2ccc(Cl)cc2)CS3)c(=O)c2ccccc12,104.4,104.0,89.9,89.6,101.5,99.7,105.5,101.9,100.6
S=c1oc(-c2cc(Cl)cc(Cl)c2Cl)nn1CN1CCOCC1,96.9,105.7,88.2,94.4,108.1,99.3,90.9,99.6,89.2
CCN1CC(=O)N(C)C1=S,105.4,107.2,83.5,101.1,110.2,102.0,107.9,102.6,93.3
COc1ccc(C(c2cc(OC)c(OC)c(OC)c2)N2CCCCC2)cc1 (stereo unspecified),20.6,19.4,19.9,55.5,16.1,29.1,24.0,59.3,47.9
Cc1ccccc1NC(=O)C(=O)Nc1ccccc1C,97.9,116.5,47.7,88.9,108.8,106.6,103.3,98.3,80.6
CCOP(=O)(OCC)c1nc(CNC(=O)/C(=C\c2ccccc2)NC(=O)c2ccccc2)oc1N1CCCCC1,102.7,105.8,90.0,105.4,110.0,100.5,106.8,101.0,98.8
O=Cc1ccc(/C=C/C(=O)O)cc1,102.0,108.7,103.2,103.9,120.1,103.5,103.8,98.5,103.3
CCc1c(C)c2cc(-n3c(-c4ccc(OC)cc4)csc3=N)c(O)c(C)c2oc1=O,9.4*,11.1,-46.5*,56.0,12.6,8.8*,11.4,26.7,54.5
Cc1c(N=O)cc(C(C)C)c(O)c1I,104.2,106.0,73.6,94.3,114.2,89.9,92.2,83.4,92.6
Cc1cc2c(-c3nc4ccccn4c3Nc3cccc4ccccc34)c(O)c(O)cc2c(O)c1-c1c(C)cc2c(-c3nc4ccccn4c3Nc3cccc4ccccc34)c(O)c(O)cc2c1O,41.4,3.9*,32.0,46.6,28.0,-6.0*,81.6,12.4,59.4
Nc1nc(NC2CC2)c2ncn(C3C=C[C@@H](CO)C3)c2n1 (stereo partly specified),110.5,100.6,82.3,85.6,110.0,97.8,101.0,98.9,92.1
COc1ccc(-c2cc(-c3nnc(SCC(=O)Nc4ccc(/C(C)=N\O)cc4)o3)c3ccccc3n2)cc1OC,94.9,98.2,78.1,90.0,114.1,120.6,92.9,95.9,108.1
CCCC(=O)c1cc(O)c(O)cc1O,103.9,107.9,95.9,101.2,115.4,108.8,99.6,92.4,106.9
CCOC(=O)C(C)(C#N)C(C)CC (stereo unspecified),100.2,106.8,91.4,101.2,108.5,108.2,109.3,98.1,113.9
O=C(Cc1ccccc1[N+](=O)[O-])NCC(=O)c1ccc2c(c1)OCO2,106.1,114.0,101.4,103.8,118.2,102.0,107.4,99.6,.
COc1cc(C(=O)O)cc(Cl)c1OC,106.6,108.5,87.8,110.6,120.3,98.9,100.6,96.2,105.6
CN1C(=O)/C(=C/C2=Cc3ccccc3OC2)S/C1=N/c1nccs1,96.4,104.9,84.0,71.8,120.0,93.0,94.3,90.3,89.3
CCOc1ccc(-n2cc(-c3ccc(N(C)C)cc3)[n+]3c2CCCCC3)cc1,75.8,5.5*,-0.4*,18.6,-68.6*,0.6*,92.8,0.2*,45.3
CCN(CC)CCNC(Cc1ccccc1)c1ccc(OCc2ccccc2)cc1 (stereo unspecified),30.4,65.1,73.6,88.2,54.2,49.9,76.1,.,.
NS(=O)(=O)c1ccc(NNCCC(=O)c2ccc3ccccc3c2)cc1,108.1,104.8,87.9,100.4,124.4,101.8,105.2,95.5,111.5
CC(=O)NCCCOc1ccc([N+](=O)[O-])cc1,90.9,104.9,102.1,114.5,114.1,.,113.1,109.0,107.7
COc1ccc(C(=O)c2sc3nc(C)cc(C)c3c2N)cc1OC,85.4,67.6,-13.1*,89.8,102.2,87.0,90.2,74.3,87.9
FC(F)(F)c1cn(CC2CCNCC2)c2ncnc(Br)c12,106.7,101.3,92.9,109.7,114.5,100.0,106.1,105.7,108.3

# Molecules shown so far containing an aryl methoxy group, in the order listed:
SMILES,HCT-15,NCI-H460,NCI-H522,NCI-H226,COLO 205,HCT-116,NCI/ADR-RES,NCI-H23,NCI-H322M
COc1ccccc1C(=O)C(=O)c1ccccc1OC,114.5,108.7,94.1,.,97.7,100.4,102.1,99.5,104.1
COc1cc(/C=C/C(=O)O)ccc1OC(C)=O,105.7,107.6,75.0,81.7,117.0,97.3,94.6,91.1,95.8
CCNc1nc2ccccc2c2c(=O)c3cccc(OC)c3sc12,97.6,96.3,85.4,74.7,98.2,87.9,97.0,82.8,93.5
COc1ccc(C(c2cc(OC)c(OC)c(OC)c2)N2CCCCC2)cc1 (stereo unspecified),20.6,19.4,19.9,55.5,16.1,29.1,24.0,59.3,47.9
CCc1c(C)c2cc(-n3c(-c4ccc(OC)cc4)csc3=N)c(O)c(C)c2oc1=O,9.4*,11.1,-46.5*,56.0,12.6,8.8*,11.4,26.7,54.5
COc1ccc(-c2cc(-c3nnc(SCC(=O)Nc4ccc(/C(C)=N\O)cc4)o3)c3ccccc3n2)cc1OC,94.9,98.2,78.1,90.0,114.1,120.6,92.9,95.9,108.1
COc1cc(C(=O)O)cc(Cl)c1OC,106.6,108.5,87.8,110.6,120.3,98.9,100.6,96.2,105.6
COc1ccc(C(=O)c2sc3nc(C)cc(C)c3c2N)cc1OC,85.4,67.6,-13.1*,89.8,102.2,87.0,90.2,74.3,87.9

# Continuation.
SMILES,HCT-15,NCI-H460,NCI-H522,NCI-H226,COLO 205,HCT-116,NCI/ADR-RES,NCI-H23,NCI-H322M
Nc1ccccc1/C=C\c1ccccc1N,82.0,98.4,.,99.0,72.1,94.6,90.8,83.6,100.6
CCOC(=O)C1CN(C(=O)OCC)C/C1=N/NC(N)=O (stereo unspecified),106.9,110.8,96.2,97.2,104.3,96.7,102.3,99.9,98.3
NC(=O)c1c(Nc2ccccc2)nn2c(-c3ccc(Cl)cc3)c(-c3nc4ccccc4s3)c(N)nc12,100.6,105.9,96.3,79.8,124.9,106.5,105.2,93.6,95.9
c1ccc(CN2CCCCC2)nc1,111.9,105.8,99.1,100.0,100.9,94.4,95.1,104.0,105.4
CC(=O)c1ccc(NC(=O)CSc2nnc(-c3cc(-c4ccc(S(N)(=O)=O)cc4)nc4ccccc34)n2-c2ccccc2)cc1,93.2,91.9,87.0,92.4,102.8,88.2,103.7,80.1,95.7
O=C(O)/C=C/C(=O)NC1CCCCC1,100.7,104.4,.,95.8,105.4,100.1,107.0,105.0,108.6
CNC(=O)c1cc(Oc2cccc3nc(Nc4ccc(F)c(F)c4)ccc23)ccn1,31.5,49.2,61.0,59.9,48.0,35.5,75.7,78.7,91.0
c1ccc(C2CC(c3cccc(Nc4ccncc4)c3)=NN2c2ccccc2)cc1 (stereo unspecified),-15.7*,-41.9*,89.1,96.1,-58.0*,-67.1*,74.2,85.8,82.5
CCCN(CCC)CC(O)c1cc2cc(C(F)(F)F)cc(C(F)(F)F)c2c2cc(Cl)c(Cl)cc12 (stereo unspecified),68.9,90.1,72.5,87.3,87.9,65.6,78.3,80.2,100.0
COC(=O)c1c(C)c2n(c1C)C(=O)C(c1ccccc1)=C2,80.4,89.5,61.9,61.8,79.3,74.2,86.8,68.9,94.5
O=C(c1c[nH]c(=O)c(-c2ccccc2)c1)c1ccccc1O,97.7,96.1,87.2,88.7,98.1,90.5,82.4,91.7,82.7
Nc1nonc1-c1nc2ccccc2n1Cc1nn[nH]n1,105.7,109.7,94.2,102.7,115.4,101.0,107.5,104.5,101.0
Cc1cc(C)c(C2=NO[C@H]3c4ccccc4OC[C@@H]23)c(C)c1,104.0,102.6,.,93.0,108.2,89.6,98.6,95.5,100.0
C=C(C)c1cc2c(cc1O)OCC2C (stereo unspecified),98.5,108.9,97.5,103.6,114.9,104.9,100.7,101.1,93.9
CN(Cc1ccccc1)CC1CCCCC1=O (stereo unspecified),96.5,102.8,92.1,102.4,112.1,94.7,98.4,100.4,.
CS(=O)(=O)Nc1cc(-c2ccc3ncnc(Nc4cccc(Cl)c4F)c3c2)cnc1Cl,41.9,41.5,53.8,49.2,66.3,46.7,86.9,56.6,47.2
O=c1oc(NCn2c(=O)[nH]c3ccccc3c2=O)nc2ccccc12,104.7,115.0,100.1,97.9,112.4,108.8,104.9,108.6,106.3
Nc1ccccc1-c1cc2c(c3c1[nH]c1ccccc13)-c1ccccc1CC2,77.5,101.3,67.5,107.3,92.0,65.5,98.0,83.0,86.0
COc1cc2oc(-c3cccc(C(=O)Nc4ccc(Cl)cc4)c3)cc(=O)c2c(OCCNC(=O)[C@H](CCC(=O)OC(C)(C)C)NC(=O)OC(C)(C)C)c1OC,100.4,101.1,89.0,95.9,116.8,95.6,91.5,106.5,98.4
C=C(C)[C@@H]1CC=C2c3sc(Nc4ccc(F)cc4)nc3C[C@@H](C)[C@]2(C)C1,96.0,100.1,80.3,95.7,111.3,75.9,97.5,97.8,108.1
C=C1CCC2C3(C)COC(C)(C)OC3CCC2(C)C1C/C=C1/C(=O)OCC1OC(C)=O (stereo unspecified),33.8,95.4,-88.7*,50.3,-0.6*,-21.1*,51.0,50.4,100.2
CCOc1ccc(C(=O)Nc2sc3c(c2C(N)=O)CCC3)cc1,96.6,92.5,82.4,117.9,125.8,81.3,87.5,90.1,103.9
Cc1ccc(N/N=C/c2ccc([N+](=O)[O-])cc2)cc1C,66.7,93.5,79.6,105.7,118.7,92.5,102.6,.,82.5
CCN(CC)S(=O)(=O)c1ccc(-c2nc(C(Cl)Cl)nc3cc(-c4ccc(F)cc4)nn23)cc1,23.3,10.2,79.3,77.3,8.9*,28.6,23.5,21.7,41.4
O=C(Nc1cccc(Cl)c1)OCC#CCOC(=O)Nc1cccc(Cl)c1,92.5,98.8,56.6,78.7,106.9,87.4,85.9,92.6,107.7
CCCCCCCCCC1(C)NC(=O)NC1=O (stereo unspecified),100.3,99.5,98.6,91.5,.,104.8,99.8,96.5,112.8
COC(=O)[C@H](O)[C@@H](N)Cc1ccccc1,99.9,110.7,95.7,79.3,109.8,95.5,106.3,101.0,99.6
C(=N\N1CCCCCC1)/c1c2ccccc2cc2ccccc12,88.5,.,91.1,105.8,100.3,89.2,109.4,98.2,97.8
CCCN(CCC)/N=C/c1c2c(O)c3c(O)c(C)c4c(c3c1O)C(=O)C(C)(O/C=C/C(OC)C(C)C(OC(C)=O)C(C)C(O)C(C)C(O)C(C)/C=C/C=C(C)C(=O)N2)O4 (stereo unspecified),66.5,53.7,61.7,75.3,73.0,66.0,88.9,73.3,110.8
O=C(OCC1CC2(Cl)C(Cl)=C(Cl)C1(Cl)C2(Cl)Cl)C1C(C(=O)OCC2CC3(Cl)C(Cl)=C(Cl)C2(Cl)C3(Cl)Cl)C2(Cl)C(Cl)=C(Cl)C1(Cl)C2(Cl)Cl (stereo unspecified),99.9,114.1,.,99.2,99.7,100.7,105.8,104.7,98.4
O=C(Nc1ccc(F)c(F)c1)c1n[nH]c(=O)c2ccccc12,97.0,94.3,97.2,90.7,115.6,91.6,91.5,90.0,153.0
Nc1ccc(Cl)cc1[N+](=O)[O-],96.2,108.7,90.1,98.4,113.2,96.8,100.1,100.7,104.1
COc1ccc(/C=N/C2=C(C#N)C(c3ccc(OC)cc3)c3ccc4ccccc4c3O2)cc1 (stereo unspecified),44.3,75.6,45.5,74.5,101.8,71.7,45.0,75.5,97.6
COc1ccc(C2CC(=O)c3cc(OC)ccc3O2)cc1 (stereo unspecified),107.7,113.5,86.7,106.1,114.7,90.5,102.5,93.6,101.5
Cc1cc(=O)oc2cc(OCC(O)CNN3C(=O)c4cccc5c(N6CCN(c7ccccc7)CC6)ccc(c45)C3=O)ccc12 (stereo unspecified),94.5,112.3,87.8,101.4,108.8,108.1,105.1,102.7,100.4
NC(N)=Nc1nc(CSCC/C(N)=N\S(N)(=O)=O)cs1,102.9,102.9,99.8,90.8,110.4,104.4,100.7,102.0,95.3
CC(=O)c1c(C)[nH]c2c1c(-c1ccc(C)o1)nc1ccccc12,91.6,93.5,77.4,108.1,103.1,90.5,91.8,92.0,95.5
CCCOC(=O)CCC(C)=O,101.6,98.0,99.2,88.5,105.0,91.1,102.1,94.0,101.8
C=CCSc1ncnc2nc[nH]c12,117.3,100.9,108.7,98.5,98.9,107.3,104.8,117.4,112.3

# Assay outcomes as filed in PubChem BioAssay.
